Assay outcomes deposited in PubChem by National Center for Advancing Translational Sciences (NCATS).
EPAC1 ag – activates human EPAC1 exchange factor; EPAC1 agonist qHTS, biochemical assay; response scale: 100% = response to 6.5 mM cAMP; AID 720707; Potency, µM (top dose mostly 154 µM), inactives show top-dose activation, most hits filed as activators; 0.073% of 360,000 active; O95398; further: potency means the concentration at half of the fitted maximal effect; nearly all actives have a fitted effect of over 60% in size
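Fluorescent GDP-exchange assay: 100 nM EPAC1 with 250 nM Rap1B preloaded with BODIPY-GDP and 50 uM GDP; compounds tested as concentration series, 5 min at room temperature, then read every 5 min for 30 min (ex 480/em 540 nm); normalized to 6.5 mM cAMP.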
EPAC1 antag – EPAC1 (human) antagonism; Potency, µM (top dose mostly 115 µM), for the others: top-dose activity change, negative = inhibition, hits mostly inhibitors; AID 720709; 0.14% of 360,000 active; EPAC1 GEF assay, Rap1b-BODIPY-GDP exchange fluorescence;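 further: potency means the concentration at half of the fitted maximal effect; plate controls were vehicle for no effect and positive control for full effect; nearly all actives have a fitted effect of over 50% in size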
PI5P4K alpha inh – inhibitors of human PI5P4K alpha; AID 652105; max response, %; PI5P4Kalpha enzyme, ADP-Glo luminescence, 60 min; stronger effect = lower value; 1.2% of 330,000 active; P48426; active means max response of -50% or lower; inconclusive means between -30% and -50%; inactive means -30% or higher; further: value at the top dose of about 77 µM; on the % scale 0 is the no-effect control and ±100 the full control effect
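Controls without substrate or without enzyme flank wells where PI5P4Kalpha converts substrate using 5 microM ATP (final). Incubation lasts 60 minutes at room temperature; ADP formed is read by ADP-Glo luminescence.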
IL-2 act – activates IL-2 in a cell-based reporter assay | IL-2 activation reporter assay, cell-based qHTS; stimulated with anti-CD3/CD4/CD28 beads; in transgenic mouse T cells | activation, % (series mostly up to about 46 µM) | 0.065% of 360,000 active; in the data active means activation above about 50%; inconclusive means mostly about 30% to 49%; further: 0% is about no effect
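Using fluorescent plate cytometry, EGFP and DsRed are detected in transgenic mouse T cells stimulated 18 h at 37 degrees C with antibody-coated beads after 60 min compound pretreatment.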
WRN helicase inh – blocks human WRN helicase | WRN helicase unwinding, fluorescent forked duplex, kinetic | 0.46% of 360,000 active | Q14191 | Potency, µM (doses to about 114 µM), for the others: top-dose activity change, negative = inhibition, most hits filed as inhibitors; further: potency means the concentration at half of the fitted maximal effect; on the % scale 0 is the no-effect control and ±100 the full control effect; nearly all actives have a fitted effect of over 55% in size
Target sequence (Q14191 whole entry, looked up): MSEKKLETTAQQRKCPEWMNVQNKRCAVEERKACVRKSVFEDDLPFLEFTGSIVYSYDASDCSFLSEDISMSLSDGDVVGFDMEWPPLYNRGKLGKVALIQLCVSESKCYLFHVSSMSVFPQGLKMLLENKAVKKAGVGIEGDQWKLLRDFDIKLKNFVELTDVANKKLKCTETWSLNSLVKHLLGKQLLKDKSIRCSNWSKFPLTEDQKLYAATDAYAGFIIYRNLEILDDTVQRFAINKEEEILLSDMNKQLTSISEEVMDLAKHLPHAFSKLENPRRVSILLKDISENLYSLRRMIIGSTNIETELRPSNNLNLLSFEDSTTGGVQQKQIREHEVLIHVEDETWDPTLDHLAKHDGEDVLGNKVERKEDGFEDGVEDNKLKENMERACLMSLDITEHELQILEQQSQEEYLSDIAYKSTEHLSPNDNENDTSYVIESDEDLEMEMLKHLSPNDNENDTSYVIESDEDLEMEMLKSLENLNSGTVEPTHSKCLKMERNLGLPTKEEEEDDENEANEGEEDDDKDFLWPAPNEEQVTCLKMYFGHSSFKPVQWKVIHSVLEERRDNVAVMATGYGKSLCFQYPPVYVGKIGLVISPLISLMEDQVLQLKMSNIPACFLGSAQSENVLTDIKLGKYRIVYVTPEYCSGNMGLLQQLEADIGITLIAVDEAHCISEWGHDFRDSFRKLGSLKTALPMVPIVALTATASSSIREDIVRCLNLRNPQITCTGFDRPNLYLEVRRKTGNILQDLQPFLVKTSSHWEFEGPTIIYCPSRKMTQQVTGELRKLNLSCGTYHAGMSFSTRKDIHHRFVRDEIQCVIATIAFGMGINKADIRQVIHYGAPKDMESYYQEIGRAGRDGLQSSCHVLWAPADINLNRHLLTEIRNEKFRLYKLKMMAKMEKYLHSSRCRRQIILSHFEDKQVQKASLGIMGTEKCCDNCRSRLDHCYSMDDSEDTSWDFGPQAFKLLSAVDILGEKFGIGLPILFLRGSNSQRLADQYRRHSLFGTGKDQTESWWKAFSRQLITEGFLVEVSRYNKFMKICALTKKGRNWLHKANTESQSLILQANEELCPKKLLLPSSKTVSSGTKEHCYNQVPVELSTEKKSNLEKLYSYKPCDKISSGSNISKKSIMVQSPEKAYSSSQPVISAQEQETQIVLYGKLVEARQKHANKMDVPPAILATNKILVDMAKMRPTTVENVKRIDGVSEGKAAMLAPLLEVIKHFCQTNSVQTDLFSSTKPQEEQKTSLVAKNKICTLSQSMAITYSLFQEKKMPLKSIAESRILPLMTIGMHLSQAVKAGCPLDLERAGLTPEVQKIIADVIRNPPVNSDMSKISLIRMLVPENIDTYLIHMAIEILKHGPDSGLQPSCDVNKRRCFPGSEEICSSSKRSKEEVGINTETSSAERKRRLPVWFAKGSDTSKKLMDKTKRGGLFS
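Kinetic red-fluorescence monitoring (525/598 nm) tracks WRN helicase activity after 100 nM fluorophore-quencher forked duplex and 2 mM ATP are added to 20 nM enzyme pretreated 15 min at room temperature with compound.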
FUS yeast rescue – suppressors of FUS proteinopathy in yeast; S. cerevisiae FUS-expressing, growth rescue, OD600, 24 h; Potency, µM (titrated, usually from 76.6 µM), inactives show at the top dose growth rescue (activation), hits mostly activators; 0.24% of 390,000 active;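 further: potency means the concentration at half of the fitted maximal effect; plate controls were DMSO vehicle for no effect and reference control for full effect; nearly all actives have a fitted effect of over 55% in size; some results filed as inactive show a strong effect at the top dose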
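Steps: raffinose overnight preculture; dilution to OD 0.005 in 2% galactose minimal medium; compound addition (concentration series); 24hr at 30C, 99% humidity; absorbance read at 600 nm.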
Abeta rescue – restores growth of yeast expressing A-beta42 peptide; yeast expressing A-beta42, growth rescue, OD600, 48 h; response scale: 0% DMSO, 100% iron-clioquinol control; Potency, µM (doses to about 46.1 µM), without a hit: at the highest dose growth rescue, usual class: activators; 0.063% of 410,000 active; AID 1347071; further: potency means the concentration at half of the fitted maximal effect; nearly all actives have a fitted effect of over 55% in size
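Growth rescue measured by 600 nm absorbance after 48 h yeast culture at 30 C with compound. Values normalized between DMSO and an equimolar ferric chloride plus clioquinol control.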
PLK1 PBD block – PLK1 (human) polo-box domain binding inhibition | P53350 | Plk1 PBD binding of FITC phosphopeptide, fluorescence polarization | Potency, µM, without a hit: max response, negative = inhibition, actives largely listed as inhibitors | 2.8% of 360,000 active | AID 720504; further: potency means the concentration at half of the fitted maximal effect; series mostly up to about 57 µM; on the % scale 0 is the no-effect control and ±100 the full control effect; nearly all actives have a fitted effect of over 65% in size
Active calls of the source: *; ? = inconclusive; / = no result given; [ ] = dose if it differs, or a comment. Unless noted, the call rests on the fitted dose curve; in most records, active means well fitted curve in the direction sought with a large enough effect; inconclusive means small, poorly fitted or top-dose-only effect, or another doubt; inactive means no such curve, though single readings can be large; an effect the other way counts as inactive or inconclusive.

SMILES	EPAC1 ag	EPAC1 antag	PI5P4K alpha inh	IL-2 act	WRN helicase inh	FUS yeast rescue	Abeta rescue	PLK1 PBD block
CC(C)CCNC(=O)c1[nH]c(C(F)(F)F)nc1-c1ccccc1	-14%	-9%	-9	-0.3	-9%	13%	3%	-2%
Cc1cccc(C)c1NC(=O)CN1N=NC2C(=O)N(c3cccc(Cl)c3)C(=O)C21 (stereo not drawn)	4%	-3%	-3	-2.5	10%	/	-11%	-15%
COc1ccc(C(CNc2ncnc3sc(C)c(C)c23)N(C)C)cc1 (stereo not drawn)	2%	-3%	1	0.2	0%	43%	-15%	-7%
Cc1cc(N)n(-c2ccccc2)n1	-11%	-17%	-7	-2.3	-12%	/	-2%	-3%
CCOC(=O)CNS(=O)(=O)c1c(C)noc1C	0%	-2%	-3	-0.3	5%	-23%	-3%	4%
CCOc1ccc(NS(=O)(=O)c2ccc(NC(C)=O)c(OC)c2)cc1	-7%	5%	0	-2.0	14%	9%	-2%	-1%
COC(=O)CSc1nc2nc(C)cc(C)n2n1	1%	-2%	-5	-0.2	-4%	-21%	12%	-16%
NC(=O)c1cccn1Cc1ccccc1Cl	1%	10%	/	-4.3	4%	12%	-8%	0%
Cc1ccc(-c2nc3cc(C)ccc3o2)cc1	4%	-20%	14	0.9	0%	-2%	-25%	-4%
COCCc1ncc(CN2CCCC(C(=O)Nc3cccc(-c4cccc(C)c4)c3)C2)cn1 (stereo not drawn)	1%	-23%	-6	-3.3	-7%	9%	12%	?
Cc1cc(Nc2ccccc2Cl)c2ccccc2n1	7%	-2%	-1	-0.5	15%	15%	-22%	-16%
CC1CN(C(=O)COC(=O)c2ccccc2O)CC(C)O1 (stereo not drawn)	-5%	-19%	0	1.0	1%	14%	-6%	-8%
CCN(CC)C(=O)c1cc(-c2ccc3c(c2)OCO3)on1	-5%	-7%	1	1.6	1%	1%	-18%	-8%
Cn1c(N)c(C(=O)COC(=O)c2ccccc2NCc2ccco2)c(=O)n(C)c1=O	1%	2%	2	0.5	1%	29%	5%	0%
CCN(C(=O)COC(=O)c1cc([N+](=O)[O-])ccc1N1CCCCC1)C1CCS(=O)(=O)C1 (stereo not drawn)	-2%	-9%	-9	-0.6	0%	16%	-1%	-14%
Nc1nc(N)c(N=O)c(Nc2ccc(Cl)c(Cl)c2)n1	2%	5%	?	-0.8	-25%	-1%	-22%	-12%
C/C=C(\C)C(=O)NCCN1C2=NC[C@H](C)N2C[C@@H]1Cc1ccc(OC)cc1	5%	3%	-1	-0.2	-5%	-11%	5%	-2%
O=c1c2ccccc2n(Cc2ccccc2F)c(=O)n1Cc1ccccc1F	4%	-9%	/	-2.2	-8%	9%	7%	0%
CCOC(=O)C1=C(O)C(=O)N(c2ccc(S(N)(=O)=O)cc2)C1c1ccc(Cl)cc1 (stereo not drawn)	-7%	-23%	-5	-0.3	0%	21%	15%	-12%
CC(C)CNC(=O)CC(=O)N/N=C/c1ccc(F)cc1	6%	1%	0	-4.8	-16%	/	-14%	-4%

Two successive records already listed:
SMILES	EPAC1 ag	EPAC1 antag	PI5P4K alpha inh	IL-2 act	WRN helicase inh	FUS yeast rescue	Abeta rescue	PLK1 PBD block
CC(C)CCNC(=O)c1[nH]c(C(F)(F)F)nc1-c1ccccc1	-14%	-9%	-9	-0.3	-9%	13%	3%	-2%
Cc1cccc(C)c1NC(=O)CN1N=NC2C(=O)N(c3cccc(Cl)c3)C(=O)C21 (stereo not drawn)	4%	-3%	-3	-2.5	10%	/	-11%	-15%

(listing goes on)
SMILES	EPAC1 ag	EPAC1 antag	PI5P4K alpha inh	IL-2 act	WRN helicase inh	FUS yeast rescue	Abeta rescue	PLK1 PBD block
O=C(Nc1cccc(S(=O)(=O)Nc2ccc(Cl)cc2)c1)c1ccccn1	15%	-33%	2	0.3	0%	42%	-19%	-11%
Cn1ncc([N+](=O)[O-])c1C(=O)Nc1cc(Cl)ccc1Cl	4%	11%	-3	-0.4	-8%	-14%	15%	-6%
O=C(NCCS(=O)(=O)N1CCN(c2ccccc2)CC1)C1CCCC1	-2%	-24%	-7	-4.9	4%	7%	-15%	-11%
CCNc1nc(NC(C)C)nc(Oc2ccc(OCc3ccccc3)nn2)n1	4%	2%	0	0.1	-10%	13%	7%	-12%
CC(=O)N(/C=C1\SC(=S)N(c2ccccc2)C1=O)c1ccccc1	7%	?	1	0.0	-5%	36%	12%	-2%
COCCCNC(=S)Nc1ccc(S(=O)(=O)Nc2cc(OC)nc(OC)n2)cc1	-1%	6%	-4	-3.1	-33%	/	0%	-6%
O=S(=O)(NC1CCCC1)c1ccc(S(=O)(=O)NC2CCCC2)cc1	-7%	4%	/	-3.2	0%[57.1 µM]	-16%	14%	0%
CC1Cc2nc(SCC(=O)NCc3ccco3)n(Cc3ccccc3)c(=O)c2S1 (stereo not drawn)	9%	-1%	-5	-3.4	-6%	19%	-2%	-15%
COc1cc(C(=O)Nc2nc3ccccc3[nH]2)cc(OC)c1OC	11%	14%	/	1.3	11%	39%	0%	-6%
Cc1ccc(C(=O)Nc2oc(-c3ccccc3)cc2C#N)cc1	-5%	4%	1	0.8	-4%	-16%	3%	-3%
Cc1ccsc1C(=O)N1CCN(S(=O)(=O)c2cccs2)CC1	1%	-12%	-8	-0.3	4%	12%	1%	2%
O=C(Nc1nnc(-c2ccco2)s1)C1CCN(S(=O)(=O)c2ccc(Cl)cc2)CC1	1%	19%	/	-2.0	-3%	-9%	4%	-6%
CCOc1ccccc1NC(=O)NC1CCCCCCC1	3%	-19%	5	-0.5	2%	5%	2%	2%
O=C(NC(=S)Nc1ccccc1)c1cncc(C#Cc2ccccc2)c1	5%	7%	1	0.2	7%	-4%	10%	-11%
Cc1ccc(C)c2nc(SCC(=O)N3CCCc4ccccc43)c(C#N)cc12	10%	-4%	/	-1.1	-6%	-9%	8%	-2%
COC(=O)c1ccccc1NC(=O)c1noc2c1CC(C(C)(C)C)CC2 (stereo not drawn)	-7%	-5%	/	0.9	4%	37%	-12%	-1%
CC(C(=O)NCCN1CCOCC1)c1ccc([N+](=O)[O-])cc1 (stereo not drawn)	11%	-24%	-1	-3.2	-1%	-5%	-1%	-1%
C[C@]12C(=O)N(c3cccc(Cl)c3)C(=O)N1[C@@H]1c3ccccc3OC[C@@H]1[C@H]2c1ccccc1	10%	-3%	4	0.5	-6%	?	14%	6%
Cc1ccc(S(=O)(=O)N2CCN(C(=O)c3cc4c(s3)CCC(C)C4)CC2)cc1 (stereo not drawn)	2%	-5%	-1	4.1	-6%	-13%	10%	0%
CCN(CCCNC(=O)C1CCC(=O)N1C(C)C)c1cccc(C)c1 (stereo not drawn)	-6%	0%	/	-0.9	-4%	20%	8%	-1%
CCOC(=O)c1[nH]cc(-c2ccccc2)c1N1CCOCC1	0%	-1%	?	-1.3	-23%	12%	-18%	5.3µM*
O=[N+]([O-])c1cccc(C(O)C23CN4CN(CN(C4)C2)C3)c1 (stereo not drawn)	-1%	-22%	2	1.3	-20%	14%	-7%	-11%
O=C1NC[C@H](c2ccccc2)OC(=O)[C@H](Cc2ccc(F)cc2)C/C=C\C[C@H]1CC(=O)N(CCO)Cc1ccccc1	-2%	2%	1	-1.3	-13%	?	-3%	3%
O=C(NN=C1CCCC1)c1ccccc1[N+](=O)[O-]	-1%	-9%	0	3.1	0%	24%	5%	0%
O=CN1Cc2ccccc2-c2ccccc2C1	-2%	-5%	-2	2.7	0%	6%	4%	5%
CCc1ccc(OCC(=O)Nc2ccc(N3CCN(S(C)(=O)=O)CC3)cc2)cc1	-3%	-7%	-5	-0.8	8%	-12%	4%	7%
CC(=O)c1cccc(NC(=O)c2ccc(-c3c(C)noc3C)c3ccoc23)c1	-9%	-10%	4	-0.9	-8%	-5%	-6%	5%
Cc1ccc(NC(=O)C2(c3ccccc3)CCOCC2)c([N+](=O)[O-])c1	3%	-17%	1	1.0	16%	-2%	2%	?
CN=C(Nc1cccnc1)c1ccccc1	8%	-8%	3	0.0	-13%	-13%	-2%	-6%
COc1cc(OC)cc(C(=O)NNC(=O)c2ccc3ccccc3n2)c1	7%	-7%	-2	-4.0	-1%	22%	1%	-9%
Cc1cccc(C(=O)n2cnnc2N)c1	-3%	-24%	-4	-1.8	-4%	-5%	-2%	-25%
Cc1cccc(C(=O)NCC(=O)OCC(=O)c2ccc(C)s2)c1	0%	15%	2	-0.3	-1%	18%	15%	3%
CC/C(=C\C(=O)c1ccncc1)Nc1ccc(O)cc1	0%	-10%	-4	1.9	8%	6%	7%	-10%
COc1cccc(NC(=O)N2CCC(NC(=O)c3ccco3)CC2)c1	-3%	-20%	0	0.5	-4%[57.1 µM]	-35%	-4%	3%
CCc1ccc(S(=O)(=O)n2c(C)nc3ccccc32)cc1	4%	6%	2	0.6	-7%	-2%	-4%	-3%
CC1CCCCN1C(=O)CSc1nc2c(c(=O)n(C)c(=O)n2C)n1C (stereo not drawn)	3%	1%	-4	-0.1	2%	15%	5%	-6%
COc1ccc(CNC(=O)C2(C)Cc3c(-c4ccccc4)ccnc3O2)cc1OC (stereo not drawn)	7%	4%	0	0.6	2%	10%	9%	-11%
CCOc1ccc(/C=N/Nc2nc(C)cs2)c(O)c1	2%	-10%	-22	-0.5	-5%	1%	-37%	-25%
COc1cc(/C=C2\SC(=O)NC2=O)ccc1Oc1cnccn1	1%	2%	-5	1.1	0%	1%	18%	?
COc1cc(/C=N/NC(=O)c2sc3ccccc3c2Cl)ccc1OC(=O)c1ccc([N+](=O)[O-])cc1	-5%	3%	2	-1.1	-2%	12%	8%	-22%

Ordered by the number under PI5P4K alpha inh (descending): four of the compounds above.
compound | PI5P4K alpha inh
COc1cc(/C=N/NC(=O)c2sc3ccccc3c2Cl)ccc1OC(=O)c1ccc([N+](=O)[O-])cc1 | 2
COc1ccc(CNC(=O)C2(C)Cc3c(-c4ccccc4)ccnc3O2)cc1OC (stereo not drawn) | 0
CC/C(=C\C(=O)c1ccncc1)Nc1ccc(O)cc1 | -4
CCOc1ccc(/C=N/Nc2nc(C)cs2)c(O)c1 | -22

(continued)
SMILES	EPAC1 ag	EPAC1 antag	PI5P4K alpha inh	IL-2 act	WRN helicase inh	FUS yeast rescue	Abeta rescue	PLK1 PBD block
CCN(CC)CC(=O)NCc1cc(-c2ccc(OC)cc2)no1	-13%	-12%	-4	-1.3	-18%[57.1 µM]	-38%	7%	-6%
O=C(CNS(=O)(=O)c1cccc2nsnc12)NCCc1ccccc1	3%	7%	0	2.4	-6%	2%	3%	-4%
BrC(/C=C\c1ccccc1)=N/Nc1nc(N2CCOCC2)nc(N2CCOCC2)n1	2%	-5%	-6	-3.8	5%	37%	-16%	?
Cc1cc(C)c(C)c(S(=O)(=O)Nc2ccc(OCC(=O)O)cc2)c1C	7%	-6%	-4	1.5	-6%	-20%	6%	-6%
